rCAG RNA binder: binders of r(CAG) RNA repeats, primary screen, biochemical, fluorescence; r(CAG) RNA repeat, TO-PRO-1 dye displacement fluorescence; inhibition, % at 3 µM; 370,000 tested, 1.3% active; AID 651821, 2012;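 active = inhibition above the plate cutoff, the mean of all test compounds on that plate plus 3 SD, cut at about 35% in these data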;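 also: 0% = DMSO alone and 100% = 100 µM mitoxantrone as full dye displacement; higher means more dye released from RNA so lower well fluorescence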
TCR CD3 inh: inhibitors of human TCR-CD3 interaction, primary screen, biochemical, fluorescence, TAMRA-labeled TCR probe | T-cell receptor (TCR) | inhibition, % at 9.4 µM | AID 651800, 2012 | 360,000 tested, 0.37% active; in the data active = inhibition above about 19%;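 also: recombinant mutant TCR 2C K166C tagged with TAMRA read by polarization; 0% = receptor in buffer alone and 100% = receptor with positive control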
UHRF1 MBD2 ctr: UHRF1 methylated DNA binding inhibitors, primary screen, counter-screen for MBD2 inhibitor project, biochemical, TR-FRET, human UHRF1, single concentration. E3 ubiquitin-protein ligase UHRF1 (Homo sapiens), Q96T88. UHRF1 binding to methylated oligo. inhibition, % at 4.4 µM. 370,000 tested, 0.75% active. AID 687016, 2013; in the data active = inhibition above about 21%;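 also: UHRF1 SRA domain binding a hemimethylated CpG hairpin DNA probe; 0% = median of test compound wells and 100% = reference inhibitor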
LEDGF integ inh: blockers of LEDGF/p75-dependent integrase strand transfer – biochemical, TR-FRET, high throughput, primary screen; 370,000 tested, 0.64% active; HIV-1 integrase (with human LEDGF/p75); inhibition, % at 3.7 µM; TR-FRET IN-LEDGF/p75 DNA integration, Eu/Cy5;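 active = inhibition above the screen-wide mean plus 3 SD, cut at about 13% in these data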;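 also: signal is the Cy5 over europium emission ratio at 671 and 618 nm; 0% = plate median of compound wells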
MBD2 inh: inhibitors of MBD2 binding to methylated DNA, primary screen, biochemical, TR-FRET, DNA-binding domain, human. Methyl-CpG-binding domain protein 2 (Homo sapiens), Q9UBB5. MBD2 binding to methylated oligonucleotide. inhibition, % at 4.4 µM. 370,000 tested, 0.31% active; in the data active = inhibition above about 13%
HTRA1 inhibitor: HTRA1 serine protease inhibitors, primary screen, biochemical, fluorescence polarization, HTS. AID 504803, 2011. recombinant HTRA1, FP-rhodamine activity-based probe. Q92743. inhibition, % at 5.96 µM. 340,000 tested, 0.5% active; in the data active = inhibition above about 36%;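 also: 0% = enzyme with DMSO and 100% = wells lacking enzyme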
Target sequence (Q92743 whole entry, looked up): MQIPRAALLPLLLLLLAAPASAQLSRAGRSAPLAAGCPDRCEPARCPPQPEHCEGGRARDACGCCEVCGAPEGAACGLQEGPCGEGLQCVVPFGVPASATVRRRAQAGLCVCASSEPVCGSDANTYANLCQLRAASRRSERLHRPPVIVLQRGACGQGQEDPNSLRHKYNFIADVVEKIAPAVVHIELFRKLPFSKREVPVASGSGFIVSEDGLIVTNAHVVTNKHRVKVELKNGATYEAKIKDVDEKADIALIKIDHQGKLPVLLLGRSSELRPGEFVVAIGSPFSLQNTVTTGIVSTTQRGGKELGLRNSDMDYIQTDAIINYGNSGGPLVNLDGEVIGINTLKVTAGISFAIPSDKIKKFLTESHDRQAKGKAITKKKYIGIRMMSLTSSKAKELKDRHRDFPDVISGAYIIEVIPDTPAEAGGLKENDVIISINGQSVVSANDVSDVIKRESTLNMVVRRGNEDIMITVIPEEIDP
PRMT1 FP inh: PRMT1 methyltransferase inhibitors, primary screen, biochemical, fluorescence polarization; 370,000 tested, 1.3% active; inhibition, % at 2.79 µM; Protein arginine N-methyltransferase 1 (Homo sapiens), Q99873; AID 652257, 2013; recombinant PRMT1, activity-based probe fluorescence polarization;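 active = inhibition above about 21% made by adding two undisclosed values, limit read from the data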
Target sequence (Q99873 whole entry, looked up): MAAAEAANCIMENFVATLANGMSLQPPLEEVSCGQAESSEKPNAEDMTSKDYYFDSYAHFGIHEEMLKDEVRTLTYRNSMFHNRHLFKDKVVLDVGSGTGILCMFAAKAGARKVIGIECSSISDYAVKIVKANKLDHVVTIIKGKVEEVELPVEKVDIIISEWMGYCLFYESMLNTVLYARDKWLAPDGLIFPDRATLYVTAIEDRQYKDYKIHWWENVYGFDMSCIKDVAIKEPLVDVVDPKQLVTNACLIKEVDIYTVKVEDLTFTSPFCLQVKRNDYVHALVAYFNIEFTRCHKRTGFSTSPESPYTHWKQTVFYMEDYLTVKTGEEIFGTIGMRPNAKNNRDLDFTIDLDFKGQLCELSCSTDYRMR
ABHD4 inh: ABHD4 inhibitors, primary screen, biochemical, fluorescence polarization, mouse | (Lyso)-N-acylphosphatidylethanolamine lipase (Mus musculus), Q8VD66 | purified mABHD4, FP-Rh probe fluorescence polarization | inhibition, % at 8.92 µM | 370,000 tested, 0.54% active | AID 720543, 2013;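 active = inhibition exceeding the mean over every tested compound plus 3 SD, cut at about 30% in these data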;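 also: 0% = plate median of compound wells and 100% = S159A mutant with DMSO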
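Material: mouse ABHD4 enzyme, wild type; Benchmarks: S159A mutant high control, sample median low control; Buffer or medium: HEPES pH 7.0, NaCl, Pluronic buffer; Signal: fluorescence polarization; Read-out: percent inhibition of probe binding, normalized to plate controls; Timing: pre-incubation 45 min, probe exposure 60 min, at 25 °C; Dosing: 8.92 µM, single dose.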
PG9 binder: binders of HIV-1 gp120 antibody PG9, primary screen, biochemical, TR-FRET; inhibition, % at 6.7 µM; TR-FRET gp120-PG9 antibody binding; 360,000 tested, 0.43% active; HIV-1 gp120 / PG9 antibody interaction; in the data active = inhibition above about 8.5%
NR1D1 modulator: modulators of Rev-erb alpha DNA binding, primary screen, biochemical, FITC-DNA, fluorescence polarization, uHTS; Rev-erbα–FITC-DNA binding, 90 min; activity, % at 10 µM; 370,000 tested, 0.79% active;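 active = activity above about 14%, limit read from the data; passing the limit was not always enough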;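 also: 0% = DMSO wells with 35 nM protein and 100% = DMSO wells with 750 nM protein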
Starred values were filed as active, the others as inactive; · = not tested or not shown. This is a subset (hit frequency here may not be typical).

Molecule	HTRA1 inhibitor	MBD2 inh	LEDGF integ inh	NR1D1 modulator	PRMT1 FP inh	PG9 binder	rCAG RNA binder	ABHD4 inh	TCR CD3 inh	UHRF1 MBD2 ctr
Cc1c(Cl)cccc1NC(=O)CNC(=O)Cc1c[nH]c2ccccc12	1	0	-1	3	-4	1.4	5	0	-2	0
CC(C)C(=O)Nc1cc(=O)[nH]c2ncnn12	5	1	0	-1	0	-2.5	2	8	-2	0
C[C@H]1NC(=O)[C@@]2(C)[C@H](c3ccccc3)[C@H]3COc4ccccc4[C@@H]3N2C1=O	-4	-1	0	-8	-1	-0.5	1	-1	2	0
Cn1c(N)c(C(=O)CSc2n[nH]c(N)n2)c(=O)n(C)c1=O	-1	1	0	8	0	-2.1	2	-11	-1	-2
CCCCc1nc(SCc2ccc([N+](=O)[O-])cc2)n[nH]1	5	2	1	-4	-3	-0.6	2	-6	1	-1
O=C(OCc1nnc(-c2ccc(Cl)cc2)o1)c1ccc(=O)n(Cc2ccccc2)n1	-23	2	0	-6	-1	0.0	2	-2	4	1
O=C(O)c1ccc(S(=O)(=O)Nc2ccc(O)c(Sc3nc4ccccc4s3)c2)cc1	0	3	-11	5	22*	-0.8	30	12	5	4
Cc1cc(C)n(-c2ccc(F)cc2)c(=O)c1C(=O)O	2	11	5	3	4	-3.8	1	2	-7	23*
C=CCN1C(=O)[C@H](CC(=O)N2CCN(C(=O)c3ccco3)CC2)[C@@]2(C(=O)OCC)CCCC=C12	·	-1	2	4	-1	·	1	2	·	-1
COc1cccc(CNC(=O)C2(C)Oc3ccccc3NC2=O)c1 (stereo not drawn)	2	61*	1	-6	2	2.5	4	-8	-4	2
O=C(Nc1ccc(S(=O)(=O)N2CCOCC2)cc1)c1cccnc1	-2	2	1	5	-2	-0.5	0	-2	0	1
CC(=O)N1C(=O)C2(C(C#N)=C(N)Oc3cc(C)oc(=O)c32)c2ccccc21 (stereo not drawn)	0	-2	4	-5	-2	-2.4	4	-3	4	7
CCCCCNC(=O)C(c1ccncc1)n1c(=O)c(-c2ccccc2)nc2ccccc21 (stereo not drawn)	·	-1	0	-5	3	-0.3	1	-2	4	-2
CCCCn1c(SCC(=O)Nc2cc(C)on2)nnc1-c1ccco1	6	4	4	3	4	2.1	0	-12	3	4
C[C@]12CCC[C@H](O1)c1c(cc3c(c1O)C(=O)c1c(O)cc(O)cc1C3=O)O2	37*	-2	-3	1	1	3.3	4	2	-2	-1
CCC(=O)NCCc1nc2cc(NC(=O)Nc3ccccc3)ccc2n1C	3	-1	4	4	-1	-0.8	8	-9	-7	6
CC(C)(C)c1ccc(S(=O)(=O)NCC(=O)N2CCN(c3ncccn3)CC2)cc1	·	8	-1	-5	-5	·	1	1	·	0
Cc1ccc(/C=C2\Oc3c(ccc(O)c3CN3CCN(C)CC3)C2=O)cc1	3	-6	-1	3	13	-3.5	-10	11	-7	-1
CCC(C)(C(=O)NC1CCCC1)N(Cc1cccs1)C(=O)c1ccccn1 (stereo not drawn)	5	-10	8	-4	-5	-1.0	-5	-5	0	3
O=C1NC2(CCCCCC2)C(=O)N1Cc1ccc(F)cc1Cl	-4	-4	-1	3	1	0.5	-2	-2	-3	-1

Next part.
Molecule	HTRA1 inhibitor	MBD2 inh	LEDGF integ inh	NR1D1 modulator	PRMT1 FP inh	PG9 binder	rCAG RNA binder	ABHD4 inh	TCR CD3 inh	UHRF1 MBD2 ctr
Cc1ccc(S(=O)(=O)N2CCN(C(=O)C3CCCCC3)CC2)cc1	1	10	1	2	1	0.2	-7	8	-6	3
O=C(CN1CCN(C(=O)c2cccc(S(=O)(=O)N3CCCC3)c2)CC1)Nc1cccc(F)c1	2	-5	-4	-4	0	-0.6	-8	2	6	-3
Cn1c(SCC(=O)O)nnc1-c1cccc(NC(=O)c2cccc3ccccc23)c1	-3	2	-5	3	8	-0.2	10	3	-4	2
Cc1ccc(SCCN2CCC(NC(=O)OCc3ccccc3)CCC2=O)cc1 (stereo not drawn)	-11	2	-2	-2	0	-1.3	-9	-4	1	10
Clc1cccc(CSc2nccn2-c2ccccc2)c1	-9	1	3	8	1	2.2	-1	-13	-7	3
COc1cccc(/C=N/NC(=O)C(=O)N2CCCCCC2)c1O	3	-2	-9	-1	-4	-2.6	1	-4	-4	-1
CC(=O)NC(c1cccc(F)c1)c1nc(-c2cnc3ccccc3c2)cs1 (stereo not drawn)	·	2	4	7	-2	-0.5	3	-9	-3	2
Cc1ccc2nc(N(CCCN(C)C)C(=O)c3sc4ccccc4c3Cl)sc2c1	-6	-4	0	15	10	2.7	6	19	0	4
Cc1csc(Nc2nc(N)c(C(=O)Nc3cc(Cl)ccc3F)o2)n1	3	9	2	-6	-6	-2.8	8	0	4	-3
Cc1nn(-c2ccc(Cl)cn2)c2c1C(=O)CC(C)(C)C2Br (stereo not drawn)	-2	1	8	0	-3	-0.5	1	-6	2	0
Clc1ccc2c(c1)C1=C(C(c3ccncc3)O2)C(c2ccc(Br)cc2)n2ncnc2N1 (stereo not drawn)	-11	3	-3	6	2	1.0	3	5	-3	0
NCCCC[C@H]1CNC(=O)C(=O)N1CC1CCCCC1	3	-1	-1	0	5	0.3	1	4	0	3
CCC(NC(=O)NCc1ccccc1)(C(F)(F)F)C(F)(F)F	8	-6	-1	0	-1	-2.4	-1	-3	-1	-1
CCN1CCc2c(OCC(=O)N3CCC(C)CC3)cccc2C1=O	9	-2	7	-4	-4	-1.2	-6	-1	4	1
CC1CCCCN1C(=O)C(=O)c1cn(CC(=O)N2CCCCCC2)c2ccccc12 (stereo not drawn)	-9	3	0	-1	1	-1.9	-5	6	3	12
CCOC(=O)c1cccc(-n2c(C)cc(C=O)c2C)c1	8	-2	-3	-4	-1	1.8	1	4	-1	1
CC(C)[C@H](NS(=O)(=O)c1ccc2c(c1)OCCO2)C(=O)OCC(=O)Nc1cccc(Cl)c1Cl	-3	-6	18*	7	-3	-1.2	0	-15	0	-3
NS(=O)(=O)c1ccc(CCNc2cc(=O)n(Cc3ccc(F)cc3)c(=O)[nH]2)cc1	-8	-3	-3	-2	0	-1.8	15	-4	1	0
Cc1ccc(-n2c(C)nc3c(cnn3-c3ccccc3Cl)c2=O)cc1C	10	-2	1	-3	-1	0.0	2	6	1	2
Cc1ccc(C(=O)N/C(=C\c2cn(S(=O)(=O)N(C)C)c3ccccc23)C(=O)NCCCN2CCOCC2)cc1	-2	3	-4	0	3	-1.1	-3	-4	-2	-1

More records follow.
Molecule	HTRA1 inhibitor	MBD2 inh	LEDGF integ inh	NR1D1 modulator	PRMT1 FP inh	PG9 binder	rCAG RNA binder	ABHD4 inh	TCR CD3 inh	UHRF1 MBD2 ctr
C=CCN(CC=C)C(=S)NC(=O)/C=C/c1ccccc1	0	6	3	2	5	2.4	-1	-13	-5	6
COc1cc(OC)cc(C(=O)Nc2sc3c(c2C(N)=O)CCC3)c1	8	-4	-2	13	-1	50*	17	-5	0	-4
COc1ccc(CCNC(=O)C2CC(c3ccccc3F)=NO2)cc1 (stereo not drawn)	-7	0	-1	0	-3	0.3	-4	2	3	-1
Cc1cc(S(=O)(=O)Nc2cccnc2)c(C)s1	-2	7	-5	-1	5	-0.5	3	-6	6	2
COC(=O)C1(S(=O)(=O)C2(C(=O)OC)CCCC2)CCCC1	5	2	2	2	3	-4.0	0	-4	1	-2
Cc1oc(S(=O)(=O)N(C)C)cc1C(=O)Nc1ccc(F)cc1	0	-3	2	10	2	0.3	-4	-7	1	0
COc1ccc(NCc2ccccc2[N+](=O)[O-])cc1OC	15	-7	2	0	0	-2.4	6	10	4	-8
CCOC(=O)N1CCN(Cc2nc3c(c(=O)n(C)c(=O)n3C)n2CCC(C)C)CC1	-4	4	-2	-6	-3	0.1	-3	1	-7	-1
O=C1CCC[C@@H]2Cc3nc4ccccc4cc3[C@@H]3CCN1[C@H]23	7	0	-5	-6	-1	1.5	-1	7	-3	0
CCCC1=Nc2cc(C(=O)N3CCCC3)ccc2Sc2ccc(C)cc21	-37	-3	3	3	0	-0.3	-4	32*	0	-3
CC(C)NCCOc1cccc(Br)c1	4	-8	1	5	0	1.0	-1	3	0	1
O=C(CN1CCN(C(=O)C2CCCO2)CC1)Nc1c(Cl)cccc1Cl (stereo not drawn)	-2	-5	2	-5	-3	-1.2	-1	-6	6	-5
CC(=O)N1N=C(c2cccs2)CC1c1cccs1 (stereo not drawn)	-3	2	4	-1	0	-1.2	-5	-1	5	-1
COc1cccc(C(=O)c2cn(CC(=O)NCc3ccco3)c3nc(C)ccc3c2=O)c1	2	-4	1	-8	1	-2.5	10	-1	6	2
COc1ccc(S(=O)(=O)NC(=O)C2(C)CCN2C(=O)C2CCCCC2)cc1OC (stereo not drawn)	·	0	1	-9	-4	-0.3	4	1	-3	0
CC1CCC(NC(=O)c2ccc(Br)o2)CC1 (stereo not drawn)	3	-1	-3	-1	-2	2.2	0	7	1	-2
Cc1cccc(C)c1NC(=S)NCCc1ccccn1	-2	-1	1	2	0	-1.4	0	4	7	-5
Nc1nnc(SCC(=O)NC2CCCc3ccccc32)s1 (stereo not drawn)	3	1	1	0	0	0.2	1	-1	-6	1
CCOC(=O)CCc1c(C)nc(-n2[nH]c(C)c(CCO)c2=O)[nH]c1=O	-2	-4	-3	-4	5	1.7	3	-6	-7	3
CC(=O)NC1C(=O)N(CC(C)C)c2ccccc21 (stereo not drawn)	-4	1	6	2	4	0.6	-2	-6	-3	-2

Next section.
Molecule	HTRA1 inhibitor	MBD2 inh	LEDGF integ inh	NR1D1 modulator	PRMT1 FP inh	PG9 binder	rCAG RNA binder	ABHD4 inh	TCR CD3 inh	UHRF1 MBD2 ctr
CN(C)c1ccc(C(=O)OCC(=O)Nc2cccc(S(=O)(=O)N3CCCC3)c2)cc1	-6	5	2	-8	-8	-2.1	6	3	6	-2
CN(c1ccccc1)c1nccc(=O)[nH]1	4	-7	1	-1	-1	-2.4	1	-1	1	1
C=C1CCN([C@@H](CC(C)C)C(=O)NCCC(C)C)S(=O)(=O)c2ccccc21	-5	-7	1	3	2	-0.6	-8	-7	-2	1
N#Cc1ccc(C(=O)NCC(c2ccco2)N2CCCCC2)cc1 (stereo not drawn)	3	-2	-1	0	-2	0.4	-6	3	1	1

Another view of two compounds above:
CN(C)c1ccc(C(=O)OCC(=O)Nc2cccc(S(=O)(=O)N3CCCC3)c2)cc1
  HTRA1 inhibitor: -6; MBD2 inh: 5; LEDGF integ inh: 2; NR1D1 modulator: -8; PRMT1 FP inh: -8; PG9 binder: -2.1; rCAG RNA binder: 6; ABHD4 inh: 3; TCR CD3 inh: 6; UHRF1 MBD2 ctr: -2
CN(c1ccccc1)c1nccc(=O)[nH]1
  HTRA1 inhibitor: 4; MBD2 inh: -7; LEDGF integ inh: 1; NR1D1 modulator: -1; PRMT1 FP inh: -1; PG9 binder: -2.4; rCAG RNA binder: 1; ABHD4 inh: -1; TCR CD3 inh: 1; UHRF1 MBD2 ctr: 1

From PubChem BioAssay
